AMA1 RON2 block: disrupts binding of P. falciparum AMA1 to RON2 | AlphaScreen AMA1-biotinylated RON2 peptide binding | Potency, µM (top dose mostly 58.2 µM), for inactives: at the highest dose activity change, negative = inhibition, actives largely listed as inhibitors | 360,000 tested, 0.2% active | AID 720542;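 further: potency means the concentration at half of the fitted maximal effect; 0% = vehicle wells and -100% = peptide control; nearly all actives have a fitted effect of over 45% in size; some results filed as inactive show a strong effect at the top dose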
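AMA1 (3D7) with his tag at 25 nM final met compounds first, then biotinylated RON2 peptide at 25 nM; detection used donor plus acceptor beads, 10 µg/mL apiece, read by AlphaScreen after 30 min at room temperature.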
LmPK inhibitor: blocks Leishmania mexicana pyruvate kinase activity; 290,000 tested, 0.37% active; Potency, µM (doses to about 57.5 µM), for inactives: at the top dose activity change, negative = inhibition, actives largely listed as inhibitors; purified LmPK, Kinase-Glo ATP luminescence, 1 h; AID 1721; Q27686; further: potency means the concentration at half of the fitted maximal effect
Target sequence (Q27686 whole entry, looked up): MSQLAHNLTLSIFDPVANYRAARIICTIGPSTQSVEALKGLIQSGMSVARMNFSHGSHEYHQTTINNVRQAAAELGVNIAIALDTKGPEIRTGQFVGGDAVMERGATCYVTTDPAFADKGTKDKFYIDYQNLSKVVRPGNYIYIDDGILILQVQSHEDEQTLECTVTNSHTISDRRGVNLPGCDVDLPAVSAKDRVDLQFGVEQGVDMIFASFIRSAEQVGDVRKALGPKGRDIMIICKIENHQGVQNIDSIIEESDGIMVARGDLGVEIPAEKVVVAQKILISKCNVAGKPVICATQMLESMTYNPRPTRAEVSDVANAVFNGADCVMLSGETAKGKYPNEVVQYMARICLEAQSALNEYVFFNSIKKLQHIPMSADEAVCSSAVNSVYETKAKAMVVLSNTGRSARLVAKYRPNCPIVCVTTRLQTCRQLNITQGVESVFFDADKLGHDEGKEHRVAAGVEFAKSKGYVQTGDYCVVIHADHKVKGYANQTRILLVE
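Screened at intermediate enzyme activity to detect both inhibitors and activators: LmPK at 0.1 nM, with a 0.5 nM enzyme column as activation reference. PEP 0.5 mM, ADP 0.1 mM; ATP detected by luminescence after 1 h.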
HCV inh: blocks hepatitis C virus; Huh7.5.1 HCVcc-Cre infection, luciferase reporter, 44 h; Potency, µM (top dose mostly 41.8 µM), for the others: at the top dose activity change, negative = inhibition, actives largely listed as inhibitors; 340,000 tested, 3.4% active; AID 651820; further: potency means the concentration at half of the fitted maximal effect
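Seed cells (1,000/well) for 4 h; treat with compound and infect with HCVcc-Cre, moi about 0.5. Incubate 44 h, then detect luciferase activity.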
AmpC detergent: inhibitors of E. coli AmpC beta-lactamase with detergent; P00811; AmpC hydrolysis of nitrocefin, absorbance 480 nm, 0.01% Triton; Potency, µM (doses to about 114 µM), for inactives: at the highest dose activity change, negative = inhibition, most hits filed as inhibitors; 370,000 tested, 0.041% active; AID 485294;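 further: potency means the concentration at half of the fitted maximal effect; 0% = no-compound wells and -100% = no-enzyme wells; nearly all actives have a fitted effect of over 25% in size; some results filed as inactive show a strong effect at the top dose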
Target sequence (P00811 whole entry, looked up): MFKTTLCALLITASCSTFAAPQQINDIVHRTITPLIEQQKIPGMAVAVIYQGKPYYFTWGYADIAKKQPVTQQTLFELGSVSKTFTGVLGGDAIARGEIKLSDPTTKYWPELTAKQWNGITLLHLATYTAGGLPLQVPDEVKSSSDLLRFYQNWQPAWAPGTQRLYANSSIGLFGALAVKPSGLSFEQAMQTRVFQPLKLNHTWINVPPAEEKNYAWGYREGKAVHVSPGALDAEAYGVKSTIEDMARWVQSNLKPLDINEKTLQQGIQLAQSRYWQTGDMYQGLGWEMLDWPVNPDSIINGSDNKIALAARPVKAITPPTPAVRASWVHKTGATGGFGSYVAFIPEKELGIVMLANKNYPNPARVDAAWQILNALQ
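20 mM phosphate pH 7.0 + 0.01% (detergent screen) or 0.0001% Triton X-100; 5.3 nM AmpC reagent; cpd preinc 15 min RT; nitrocefin (800 uM stock) to start; A480 q20 s × 4 min; Activity was normalised to no-enzyme and no-compound control wells.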
AmpC no deterg: blocks E. coli AmpC beta-lactamase in detergent-free assay. AmpC nitrocefin hydrolysis, absorbance 480 nm, 0.0001% Triton. 330,000 tested, 0.52% active. Potency, µM (series often up to 57.1 µM), inactives show at the top dose activity change, negative = inhibition, most hits filed as inhibitors. P00811;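 further: potency means the concentration at half of the fitted maximal effect; plate controls were no compound for no effect and no enzyme for full effect; nearly all actives have a fitted effect of over 20% in size; some results filed as inactive show a strong effect at the top dose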
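AmpC (5.3 nM in the dispensed reagent) in 20 mM phosphate pH 7.0 with 0.01% (detergent screen) or 0.0001% Triton X-100 was preincubated with compounds for 15 min at room temperature. Nitrocefin was then added from an 800 uM solution, and hydrolysis was followed at 480 nm.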
HCMV inh: human cytomegalovirus inhibition. HFF cells, HCMV-luciferase reporter, 72 h; hits give low values. activity change, negative = inhibition, % at 57.5 µM. 410,000 tested, 4.5% active; in the data active means activity change below about -60%; inconclusive means no clear call, values can overlap the other calls; inactive means above about -39%
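Steps: HFFs plated, 16 h 37C; compounds added; HCMV-luciferase added to MOI 1 PFU/cell; 72 h 37C; OneGlo reagent, 5 min room temperature; luminescence read, normalized to controls.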
TbPYK inhibitor: blocks Trypanosoma brucei pyruvate kinase | Q57TT1 | TbPYK enzyme, Kinase-Glo Plus ATP luminescence, 45 min | Potency, µM (doses to about 76.8 µM), inactives show at the top dose activity, negative = inhibition, usual class: inhibitors | 410,000 tested, 0.12% active; further: potency means the concentration at half of the fitted maximal effect; nearly all actives have a fitted effect of over 50% in size
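TbPYK + substrate in 50 mM TEA pH 7.2, 100 mM KCl, 10 mM MgCl2, 0.05% BSA, 0.01% Tween-20; cpd pinned; ADP 130 uM final; 45 min RT; Kinase-Glo Plus 10 min; luminescence endpoint.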
* hit, by the source's call; u = inconclusive; x = no result given; & = joins results of further samples; [ ] = dose if it differs, or a comment. Unless noted, the call rests on the fitted dose curve; in most records, active means well fitted curve in the direction sought with a large enough effect; inconclusive means small, poorly fitted or top-dose-only effect, or another doubt; inactive means no such curve, though single readings can be large; an effect the other way counts as inactive or inconclusive. Unless noted, on the % scale 0 is the no-effect control and ±100 the full control effect. An unsorted share of the library, and some 7.5% of all compounds hit somewhere here.

Fields – AMA1 RON2 block	HCV inh	LmPK inhibitor	HCMV inh	TbPYK inhibitor	AmpC detergent	AmpC no deterg
> CCCc1c(-c2ccc(F)cc2)ncn1CCc1ccccc1OC
 : -13%	x	x	-40	-1%	x	x
> CCC(CC)C(=O)N1N=C(c2ccc(NS(C)(=O)=O)cc2)CC1c1ccccc1 (stereo not drawn)
 : -8%	u	2%	0	-1%	5%	-16%
> O=C(O)c1ccc(NC(=O)c2ccc(Cl)cc2)c(NC(=O)c2ccc(Cl)cc2)c1
 : -17%	-1%	-6%	0	-4%	-8%	-18%
> CC1=C(C(=O)Nc2cccc(C(=O)N3CCN(c4cccc(C(F)(F)F)c4)CC3)c2)SCCO1
 : -2%	u	-5%	0	3%	5%	119%[activator]
> Cc1cc(C)n2nc(C(=O)Oc3ccc4c(c3)OCO4)nc2n1
 : -24%	-14%	-11%	13	0%	u	-10%
> COC(=O)c1ccccc1NC(=S)N1CCC(N2CCCCC2)CC1
 : -15%	8%	4%[11.5 µM]	u	-2%	-1%	-11%
> CN(Cc1ccccc1)C(=O)c1ccccc1Br
 : -12%	15%	-1%	-7	3%	-11%	-10%
> COc1ccc(CCNC(=O)c2oc3ccccc3c2C)cc1
 : 8%	-29%	x	-19	2%	-1%	-25%
> OC[C@@H]1CN(Cc2ccccc2)C[C@H](n2cnc3c(NCc4ccc(F)cc4)ncnc32)O1
 : 11%	x	x	0	-1%	x	x
> c1ccc2c(c1)CCN(c1nc3cc4c(cc3s1)OCO4)C2
 : u	u	u	83	-19%	-6%	-13%
> Cc1c(C=O)c2ccccc2n1CCOc1ccccc1
 : 32%[activator]	u	0%	u	1%	7%	-6%
> CCCNC(=O)c1onc(CSc2cccc(OC)c2)c1C(=O)NCCC
 : 7%	u	3%	-9	2%	1%	-1%
> CC(=O)Nc1ccc(NC(=O)C2(C)Cc3c(-c4ccc5c(c4)OCO5)ccnc3O2)cc1 (stereo not drawn)
 : 1%	x	x	-3	-4%	x	x
> CC(C)CCNC(=O)CN(Cc1ccc2c(c1)OCO2)C(=O)Cn1nnc(-c2cccs2)n1
 : -7%	u	2%	5	-4%	-8%	-46%
> Cc1cccc(C)c1NC(=O)C(C)c1ccc(-c2ccccc2)c(F)c1 (stereo not drawn)
 : 5%	u	5%	-6	-6%	-4%	x
> CCOc1ccc(N2Nc3n[nH]c(N)c3N2)cc1
 : 49%[activator]	u	-16%	39	-1%	-10%	-45%
> Cc1ccc(N2CCN(CC(O)COc3cccc(C)c3)CC2)cc1 (stereo not drawn)
 : -11%	-5%	-2%	-62*	-2%	2%	41%
> CCc1ccc(CNC(=O)c2ccc(OC)c(OC3CCN(C(C)C)CC3)c2)nc1
 : 27%	1%	0%	40	-13%	4%	9%
> CN1CCN(c2ccc(NC(=O)c3cccc(OCc4ccccc4)c3)cc2)CC1
 : u	25µM*	-1%	92	-16%	3%	99%[activator]
> NC(c1csc(NC(=O)Nc2cccc(Cl)c2)n1)c1ccccc1Cl (stereo not drawn)
 : 76%[activator]	x	x	-76*	-3%	x	x

The final 3 records of the section before are carried over, then new ones follow:
Fields – AMA1 RON2 block	HCV inh	LmPK inhibitor	HCMV inh	TbPYK inhibitor	AmpC detergent	AmpC no deterg
> CCc1ccc(CNC(=O)c2ccc(OC)c(OC3CCN(C(C)C)CC3)c2)nc1
 : 27%	1%	0%	40	-13%	4%	9%
> CN1CCN(c2ccc(NC(=O)c3cccc(OCc4ccccc4)c3)cc2)CC1
 : u	25µM*	-1%	92	-16%	3%	99%[activator]
> NC(c1csc(NC(=O)Nc2cccc(Cl)c2)n1)c1ccccc1Cl (stereo not drawn)
 : 76%[activator]	x	x	-76*	-3%	x	x
> Cc1cccc(OCC(=O)NCC2(N3CCN(C)CC3)CCCCC2)c1
 : x	x	x	-32	1%	5%	x
> COc1cc(/C=N/Nc2ccc(C)cc2)cc(Br)c1O
 : 4%	-30%	2%	21	3%	u	-30%
> O=S(=O)(NC(=S)NC1CCCCC1)c1ccc(Br)cc1
 : 71%[activator]	14%	0%	-23	-6%	2%	-20%
> COc1ccc2cc(Br)ccc2c1CC(=O)NC(C)(C)C
 : -6%	0%	-2%	-26	-1%	-6%	5%
> Cc1ccccc1C(=O)Nc1nc(-c2cccnc2)cs1
 : 17%	4%	-9%	-27	-5%	0%	-20%
> COc1ccc(C(=O)COC(=O)CCN2C(=O)C3CC=CCC3C2=O)c(OC)c1 (stereo not drawn)
 : 0%	8%	x	u	2%	-12%	-3%
> COCCCNC(=S)NNC(=S)Nc1ccc(F)cc1F
 : 21%	6%	0%	-10	-21%	-12%	-7%
> CCc1cccc(NC(=O)c2cc3c(=O)[nH]c4ccccc4c3n2C)c1
 : x	x	x	-66*	-8%	2%	x
> O=C(CSc1nnc(-c2ccc(Cl)cc2)o1)N1CCc2ccccc21
 : x	x	x	8	-2%	15%	x
> OC(CN1CCOCC1)(c1ccccc1)c1ccccn1 (stereo not drawn)
 : 40%[activator]	25%	1%	17	4%	0%	1%
> COc1ccc(CN(CCc2c[nH]c3ccccc23)Cc2ccc(OC)cc2)cc1
 : u	u	x	4	15%	x	x
> Cn1cnnc1SCC(=O)Nc1ccc(F)cc1F
 : 14%	5%	3%	-3	-1%	6%	-13%
> CCSc1oc(-c2cccs2)nc1S(=O)(=O)c1ccc(Br)cc1
 : x	x	x	-1	1%	1%	x
> Cc1ccc(C(C)(O)CS(=O)(=O)Cc2ccccc2)cc1 (stereo not drawn)
 : -9%	1%	2%	-9	-2%	-11%	-45%
> CCOC(=O)C1=C(C)NC(=NC)SC1c1ccccc1 (stereo not drawn)
 : -20%	-4%	0%	-11	0%	-6%	-21%
> Cc1ccc(NC(=O)COC(=O)c2c(-c3ccccc3)noc2C)c(C)c1
 : 6%	2%	x	0	-26%	4%	-22%
> Cc1ncoc1C(=O)N1CCCC(C(=O)c2cccc3ccccc23)C1 (stereo not drawn)
 : -3%	0%	10%	-28	4%	0%	29%
> COc1ccc(CCNC(=O)CCc2cn(Cc3ccc(C)cc3)c3ccccc23)c(OC)c1OC
 : x	x	x	u	2%	6%	x
> Cc1ccc(-c2noc(C3CCCN(C(=O)c4ccc(Cl)cc4)C3)n2)o1 (stereo not drawn)
 : -20%	u	0%	-23	5%	5%	67%[activator]
> Cc1nn2c(-n3ccnc3C)c3c(nc2c1-c1ccccc1)CCC3
 : 17%	-14%	1%	-8	0%	5%	82%[activator]
> COc1ccc(C2Nc3ccccc3C(=O)N2NC(C)=O)cc1OC (stereo not drawn)
 : 14%	12%	2%	-21	-6%	1%	-4%
> CCOc1ccc(C(=O)Cc2cc(OC)c(OC)cc2[N+](=O)[O-])cc1
 : 26%	6%	6%	57	1%	-14%	-12%
> CCOc1ccccc1-n1c(SCC(N)=O)nnc1-c1ccco1
 : 20%	4%	1%	-16	-5%	u	-23%
> COC(=O)c1ccccc1NC(=O)CSc1nc2ccccc2nc1Cc1ccccc1OC
 : x	x	x	7	5%	10%	x
> CCCCNS(=O)(=O)c1ccc2nc(-c3cccnc3)cc(C(=O)NC(C)CC)c2c1 (stereo not drawn)
 : -2%	-18%[8.37 µM]	5%	u	4%	-2%	-11%
> CCOC(=O)N1CCc2c(sc3c2C(=O)NC(c2cc(OC)c(O)c(OC)c2)N3)C1 (stereo not drawn)
 : x	x	x	-2	3%	5%	x
> CC1CC(C)CN(C(=O)CCNC(=O)Cn2cnc3ccccc3c2=O)C1 (stereo not drawn)
 : -16%	-1%	-5%	-21	-11%	-13%	18%
> Cc1c(OC(C)C(=O)NCCCN2CCOCC2)ccc2c3c(c(=O)oc12)CCCC3 (stereo not drawn)
 : -3%	-15%	-1%	-18	-5%	0%	78%[activator]
> COc1ccc(S(=O)(=O)N2CCCCCC2)cc1NC(=O)c1ccccc1S(C)(=O)=O
 : -4%	0%	x	17	-19%	6%	-20%
> Cc1cccc(-n2nnc(-c3nc(-c4ccccc4)no3)c2N)c1C
 : x	x	x	75	5%	6%	x
> O=C(Cc1ccc(Br)cc1)N(Cc1ccccc1)c1ccccn1
 : -24%	7%	-1%	u	1%	-1%	32%
> COc1ccc(NC(=O)COC(=O)[C@@H](NC(=O)c2c(F)cccc2F)C(C)C)cc1
 : -9%	-2%	7%	-27	5%	-3%	147%[activator]
> Cc1ccc(NC(=O)c2ccc(C)cc2)cc1
 : 9%	-2%	x	88	1%	-5%	-10%
> NS(=O)(=O)c1ccc(Nc2nc(-c3ccccc3)cs2)cc1
 : -14%	u	-7%	-13	9%	0%	-48%
> COc1ccc(CCNC(=O)c2c(O)c3cc(OC)c(OC)cc3[nH]c2=O)cc1OC
 : 0%	x	x	16	5%	x	x
> Cc1cc(Sc2nc(NC(C)(C)C)nc(N3CCOCC3)n2)nc(Cl)n1
 : 9%	u	6%	16	3%	u	-10%
> Cc1ccc(CCNC(=O)CS(=O)Cc2nc(-c3ccccc3Cl)oc2C)cc1 (stereo not drawn)
 : 4%	-1%	0%	-10&-17	-10%&-7%	0%&0%	132%[activator]
> COC(=O)c1ccc2nc(-c3ccco3)c(Cc3ccc(OC)cc3C)n2c1
 : u	x	x	71	14µM*	x	x
> CCOC(=O)c1cc(OC)c2cccc(CN3CCCC(C)(C(=O)NCCOC)C3)c2c1 (stereo not drawn)
 : 0%	x	x	136	1%	x	x
> COc1ccccc1CCc1nnc(CCC(=O)NC(C)Cc2cccnc2)o1 (stereo not drawn)
 : -6%	-3%	3%	5	4%	-5%	28%
> O=C(CCc1ccccc1)NN1C(=O)C2C3C=CC(O3)C2C1=O (stereo not drawn)
 : 31%[activator]	9%	3%	-3	-17%	-1%	-19%
> O=C(CSc1nc(C2CCCCC2)n(-c2ccccc2)n1)NCCN1C(=O)CSC1=O
 : 16%	4%&-4%	3%	-2	2%	u	139%[activator]
> CCOc1ccc(CNC(=O)C2CCN(S(=O)(=O)c3cn(C)cn3)CC2)cc1OC
 : x	x	x	0	-13%	20%	x
> CCOC(=O)C1CCCN(c2ncnc3c2cnn3-c2cccc(C)c2)C1 (stereo not drawn)
 : 1%	-18%	0%	3	-1%	3%	60%
> CCOC(=O)c1ccc(-c2c(C)cc3oc(=O)cc(-c4ccccc4)c3c2C)cc1
 : -14%	u	x	10	2%	x	-30%
> Cc1cccc(N2CCN(S(=O)(=O)c3ccc4oc(=O)c5ncn(C)c5c4c3)CC2C)c1 (stereo not drawn)
 : x	x	x	13	-3%	7%	x

Bioassay records deposited in PubChem by National Center for Advancing Translational Sciences (NCATS).
